mIAP act – mouse IAP activation; activation factor at 10 µM; 0.24% of 330,000 active; muIAP, CDP-Star luminescence, 30 min; hits give high values; 1 = vehicle-only enzyme signal, 0 = enzyme-free wells;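 active means activation factor of at least 2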; further: the source names both 10 and 20 µM as test concentration; values of inactives mirror those of a sister screen read the other way
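System: mouse IAP enzyme. Reagent: CDP-Star chemiluminescent phosphatase substrate. Benchmarks: DMSO wells, no-enzyme wells. Times: 30 min enzyme-substrate-compound incubation at room temperature. Detection: luminescence from enzymatic CDP-Star hydrolysis. Doses: test compounds delivered from DMSO solution.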
mIAP block – blocks mouse intestinal alkaline phosphatase | purified mouse IAP, CDP-Star luminescence, 30 min | inhibition, % at 10 µM | 0.2% of 330,000 active | AID 2806;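 active means inhibition of at least 40% at 10 µM in the primary screen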;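 further: plate controls were DMSO with enzyme for no effect and no enzyme wells for full effect; values of inactives mirror those of a sister screen read the other way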
A3A deaminase – human APOBEC3A DNA deaminase inhibition; P31941; inhibition, % at 20 µM; recombinant A3A, FAM/TAMRA ssDNA deamination fluorescence; 0.41% of 330,000 active;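 active means at least 40% inhibition at 20 µM here, with at most 30% in a related deaminase screen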;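 further: plate controls were A3A with DMSO for no effect and wells lacking A3A enzyme for full effect; some results filed as inactive read as strong as hits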
Target sequence (P31941 whole entry, looked up): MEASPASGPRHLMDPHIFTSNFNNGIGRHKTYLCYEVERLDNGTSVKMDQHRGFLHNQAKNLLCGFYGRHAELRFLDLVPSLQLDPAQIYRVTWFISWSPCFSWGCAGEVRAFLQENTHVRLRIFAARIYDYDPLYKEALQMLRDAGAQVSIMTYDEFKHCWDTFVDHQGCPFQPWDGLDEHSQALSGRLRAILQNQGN
GRIN3A LBD mod – modulators (binders) of human NR3A ligand-binding domain. NR3A LBD differential scanning fluorimetry, Tm shift; 0% = protein alone, 100% = glycine-bound protein. Tm shift relative to glycine control, % at 25 µM. 2.5% of 340,000 active. AID 1259313;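 active means melting temperature shift of at least 10% of the positive control shift, at one fixed dose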
hIAP activ – human IAP activation; 0.16% of 330,000 active; purified human IAP, CDP-Star luminescence, 30 min; hits give high values; 1 = vehicle-only enzyme, 0 = enzyme-free background; P09923; AID 2524; activation factor at 10 µM;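 active means activation factor of the enzyme at least 2-fold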; further: the source names both 10 and 20 µM as test concentration; values of inactives mirror those of a sister screen read the other way
Target sequence (P09923 whole entry, looked up): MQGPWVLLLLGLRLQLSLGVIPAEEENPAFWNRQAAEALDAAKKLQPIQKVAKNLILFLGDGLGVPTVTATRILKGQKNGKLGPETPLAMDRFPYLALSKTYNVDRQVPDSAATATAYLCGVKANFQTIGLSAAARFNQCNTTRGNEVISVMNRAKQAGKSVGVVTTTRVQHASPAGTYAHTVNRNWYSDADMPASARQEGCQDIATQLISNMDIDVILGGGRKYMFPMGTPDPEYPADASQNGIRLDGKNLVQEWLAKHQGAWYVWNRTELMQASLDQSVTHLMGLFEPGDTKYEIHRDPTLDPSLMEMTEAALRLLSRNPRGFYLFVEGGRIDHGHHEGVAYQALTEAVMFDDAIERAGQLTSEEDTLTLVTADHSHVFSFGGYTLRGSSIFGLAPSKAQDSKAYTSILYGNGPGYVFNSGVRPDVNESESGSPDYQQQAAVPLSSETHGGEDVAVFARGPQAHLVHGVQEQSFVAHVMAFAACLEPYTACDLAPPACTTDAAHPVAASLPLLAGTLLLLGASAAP
A3G deaminase – blocks human APOBEC3G single-stranded DNA deamination; Q9HC16; recombinant A3G, ssDNA deamination FAM/TAMRA fluorescence; inhibition, % at 20 µM; 0.28% of 330,000 active; AID 493012;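 active means inhibition of at least 40% at 20 µM, with no more than 30% in the related APOBEC3A deaminase screen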;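 further: plate controls were DMSO wells with A3G for no effect and wells lacking A3G enzyme for full effect; some compounds called inactive have numbers as strong as hits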
MPTP inh – inhibitors of mitochondrial permeability transition pore. inhibition, % at 10 µM. AID 602449. isolated mouse mitochondria, Ca2+ swelling absorbance, 30 min. 1.4% of 360,000 active;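 active means inhibition of 50% or more, scaled per plate between neutral and stimulator controls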;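 further: 0% = DMSO wells given calcium and 100% = 1 mM EGTA wells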
MIN6 prolif – induces beta-cell replication in MIN6 cells; MIN6 cells proliferation, ATPlite luminescence, 48 h; cells starved in 0.2% serum; 100% = growth in 10% serum; proliferation, % at 10 µM; 0.29% of 330,000 active; AID 2380;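 active means compounds whose signal lies at least 3.5 SD above the mean of all wells on their plate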;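 further: 0% = DMSO-treated cells in low-serum medium and 100% = 10% serum control; some compounds called inactive have numbers as strong as hits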
hIAP inh – blocks human intestinal alkaline phosphatase; inhibition, % at 10 µM; P09923; purified IAP, CDP-Star luminescence, 30 min; 0.12% of 330,000 active;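 active means inhibition reaching a set limit with compound at 10 µM in the primary screen, cut at about 35% in these data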;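 further: plate controls were DMSO wells with enzyme for no effect and no-enzyme buffer wells for full effect; values of inactives mirror those of a sister screen read the other way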
* = called active by the depositor; . = no result given.

SMILES | mIAP act | mIAP block | A3A deaminase | GRIN3A LBD mod | hIAP activ | A3G deaminase | MPTP inh | MIN6 prolif | hIAP inh
CCOC(=O)C1=C(COC(=O)COc2ccccc2C=O)NC(=O)NC1C (centres undefined) | 1.1 | -12 | 3 | -1 | 1.2 | 2 | -0.5 | -2 | -25
COc1ccc(NC(=O)c2[nH]c(C)c(C(C)=O)c2C)cc1S(=O)(=O)N1CCOCC1 | 1 | -4 | 1 | -3 | 1 | -4 | -3.5 | 1 | -2
O=C(O)Cc1ccc(Nc2cnn(C34CC5CC(CC(CC(=O)O)(C5)C3)C4)c(=O)c2Cl)cc1 | 1.1 | -15 | -5 | 1 | 1.2 | -5 | 1.2 | -1 | -17
CN(C)C(=O)c1cc(F)ccc1Sc1cc(Cl)ccc1Cl | 1 | -1 | -1 | -1 | 0.9 | -3 | -2.9 | -2 | 10
Cc1ccc([N+](=O)[O-])c(C(=O)N/N=C/c2cccnc2)c1 | 0.95 | 5 | -3 | 0 | 0.9 | -8 | 5.2 | -4 | 10
CC(C)c1cc(C(=O)NCCc2ccccc2)no1 | 1.1 | -7 | -4 | -2 | 1.1 | -4 | 1.5 | -2 | -5
CC1c2cccn2CCN1S(=O)(=O)c1ccccc1 (centres undefined) | 1 | -1 | -2 | 0 | 1.3 | -7 | -1.2 | -1 | -34
Cc1oc(-c2cc(F)ccc2F)nc1CN1CCC(C(=O)N2CCOCC2)CC1 | 0.93 | 7 | -4 | 2 | 1 | -3 | 1.1 | -1 | -4
O=C1CC(N2CCN(S(=O)(=O)c3ccccc3)CC2)C(=O)N1c1ccccc1 (centres undefined) | 1 | -1 | -4 | -1 | 1.1 | -3 | 8.9 | -1 | -12
Cc1ccc(C(=O)NNC(=O)Cc2nc3nc(C)cc(C)n3n2)cc1 | 0.91 | 10 | -6 | 1 | 1.4 | -4 | -0.3 | -2 | -37
CCN(CC(=O)NC1CC1)S(=O)(=O)c1ccccc1 | 1 | 0 | 1 | -1 | 1.1 | -4 | -0.2 | 1 | -8
COC(=O)[C@H]1C2CCC(C(=O)OC)(CC2)[C@H]1C(=O)OC | 1 | -2 | 4 | 0 | 1.2 | 3 | 0.8 | 1 | -19

A few values from the entries so far.
Value of O=C1CC(N2CCN(S(=O)(=O)c3ccccc3)CC2)C(=O)N1c1ccccc1 (centres undefined) in mIAP act: 1
Value of Cc1ccc(C(=O)NNC(=O)Cc2nc3nc(C)cc(C)n3n2)cc1 in mIAP block: 10
Value of COc1ccc(NC(=O)c2[nH]c(C)c(C(C)=O)c2C)cc1S(=O)(=O)N1CCOCC1 in hIAP activ: 1
Value of Cc1ccc([N+](=O)[O-])c(C(=O)N/N=C/c2cccnc2)c1 in hIAP activ: 0.9
Value of COC(=O)[C@H]1C2CCC(C(=O)OC)(CC2)[C@H]1C(=O)OC in mIAP block: -2
Value of CCOC(=O)C1=C(COC(=O)COc2ccccc2C=O)NC(=O)NC1C (centres undefined) in GRIN3A LBD mod: -1
Value of Cc1oc(-c2cc(F)ccc2F)nc1CN1CCC(C(=O)N2CCOCC2)CC1 in A3G deaminase: -3

The listing picks up, repeating the 2 entries before the break.
SMILES | mIAP act | mIAP block | A3A deaminase | GRIN3A LBD mod | hIAP activ | A3G deaminase | MPTP inh | MIN6 prolif | hIAP inh
CCN(CC(=O)NC1CC1)S(=O)(=O)c1ccccc1 | 1 | 0 | 1 | -1 | 1.1 | -4 | -0.2 | 1 | -8
COC(=O)[C@H]1C2CCC(C(=O)OC)(CC2)[C@H]1C(=O)OC | 1 | -2 | 4 | 0 | 1.2 | 3 | 0.8 | 1 | -19
COc1cc2c(cc1OC)CN(C(=O)c1ccc(-c3ccccc3)cc1)CC2 | 1 | 0 | -4 | 2 | 1.1 | -8 | -1.5 | -3 | -5
COc1ccc(C)cc1NC(=O)CN1C(=O)c2ccccc2S1(=O)=O | 1 | -4 | 0 | 0 | 1.1 | -6 | -3.1 | -2 | -12
COCCCNCCCOc1ccc(Cl)cc1Br | 1 | -1 | 2 | 3 | 1 | -4 | -1.0 | -3 | 0
CCOC(=O)C1(Cc2ccccc2C)CCCN(Cc2cn(C)nc2C)C1 (centres undefined) | 1.2 | -17 | 6 | -10 | 1.1 | -4 | -1.5 | 1 | -8
O=C(NCc1cccc(F)c1)c1ccc2nc(N3CCOCC3)sc2c1 | 1 | 0 | -4 | 2 | 0.94 | -6 | -0.7 | 0 | 6
O=C(Nc1ccccc1)NC1CS(=O)(=O)CC1O (centres undefined) | 0.96 | 4 | 0 | -7 | 0.92 | 0 | 0.9 | -2 | 8
Cn1ncc(Cl)c1C(=O)N1CCN(c2ccc(Cl)c(Cl)c2)CC1 | 0.97 | 3 | -3 | 4 | 1.1 | -3 | 13 | -8 | -14
O=[N+]([O-])c1ccccc1S(=O)(=O)Nc1cccc2cccnc12 | 0.91 | 9 | -2 | 0 | 1.6 | -1 | . | -7 | -62
COc1cc2c(OC(C)=O)c3c(c(-c4ccc5c(c4)OCO5)c2cc1OC)C(=O)OC3 | 1.1 | -10 | 2 | -2 | 1.4 | 3 | 0.9 | -6 | -42
CCCCN1C(=O)CCC(C(=O)O)C1c1ccccc1 (centres undefined) | 1.1 | -6 | 0 | 0 | 0.95 | -1 | 0.0 | -2 | 4
CN1CCN(NC(=O)Nc2cccc(F)c2)CC1 | 1.1 | -14 | -3 | 7 | 0.81 | -5 | 12 | -2 | 19
CC(C)(C)N(CC(=O)NC1CCCCC1)C(=O)CS(=O)CC(=O)Nc1ccc(F)cc1 (centres undefined) | 0.96 | 4 | -4 | 3 | 1 | -9 | -1.1 | -2 | 0
Cc1nc(CS(=O)(=O)c2ccc(Cl)cc2)sc1C(=O)O | 1 | -5 | -1 | 3 | 1.1 | -4 | -2.7 | -1 | -6
CC1(C)CNC(=O)c2sc(NC(=O)CN3CCOCC3)nc2C1 | 0.91 | 9 | -3 | 1 | 1.1 | -2 | -1.0 | -5 | -10
CCCCC1=CC2=C(c3ccco3)C(=O)C(C)(OC(=O)c3ccc(OC)cc3)C(=O)C2=CN1Cc1ccco1 (centres undefined) | 0.72 | 28 | 96 | -2 | 0.92 | 79 | 0.7 | -3 | 8
COc1ccc(NS(=O)(=O)c2cc(NC(=O)/C=C/c3cc(OC)ccc3OC)ccc2N2CCCCC2)cc1 | 0.94 | 6 | -1 | -2 | 0.89 | -3 | 5.8 | 1 | 11
O=C(Nc1ccc(Cl)cc1)N(Cc1cccnc1)Cc1ccco1 | 1.1 | -14 | 1 | 2 | 1.1 | -2 | 28 | -2 | -11
C#CCOCCOCCOCCNc1nc(N2CCN(C(=O)CCCCCCCCCCNC(=O)[C@H](CCCCN)n3cc(C[C@@H](C)CC)nn3)CC2)nc(N2CCN(C(=O)CCCCCCCCCCNC(=O)[C@H](CCCN=C(N)N)n3cc(C[C@@H](C)CC)nn3)CC2)n1 | 2 | -100 | -7 | -27 | 1.4 | -11 | -4.1 | -8 | -35
Cc1nnc(C)n1/N=C/c1cc2ccccc2nc1Cl | 0.96 | 4 | 4 | -1 | 0.99 | -2 | -2.7 | -4 | 1
O=C(CCc1ccccc1)NCC(=O)N/N=C/c1ccc2c(c1)OCO2 | 1 | -1 | -1 | -2 | 0.97 | -8 | 0.8 | 3 | 3
CN(C)S(=O)(=O)c1cccc(NC(=O)Cc2ccsc2)c1 | 1.1 | -6 | 0 | -2 | 1 | -11 | 0.2 | -1 | -3
O=C(CSc1nc(N2CCOCC2)nc(N2CCOCC2)n1)Nc1ccc(Cl)cc1Cl | 0.92 | 8 | -3 | 0 | 0.99 | -5 | -1.0 | -4 | 1
Cc1ccc(C(=O)Nc2nc(C(C)(C)C)cs2)s1 | 1.1 | -5 | -16 | 0 | 0.87 | 1 | 1.0 | -4 | 13
O=C(Nc1cc(Cl)cc(Cl)c1)C(NCCCO)c1ccccc1 (centres undefined) | 1.2 | -19 | 0 | . | 1.1 | 1 | . | -3 | -5
CCCCn1c(N)c(N(CC)C(=O)c2cc(S(=O)(=O)N3CCN(CC)CC3)ccc2Cl)c(=O)[nH]c1=O | 1 | 0 | -8 | 1 | 1 | -8 | 0.0 | 1 | -4
O=C(Nc1cccnc1Cl)c1cc(-c2ccccc2O)on1 | 0.99 | 1 | 0 | 1 | 1 | -7 | 0.6 | 5 | -2
O=C(N[C@@H](Cc1ccccc1)C(=O)OCc1ccccc1)c1nc[nH]c1C(=O)NC1CCNCC1 | 0.85 | 15 | -5 | 1 | 1.4 | -12 | 1.1 | -4 | -42
Brc1ccc(-c2csc(/N=C/N3CCOCC3)n2)cc1 | 1 | -5 | 5 | -1 | 1.1 | -1 | -13 | -4 | -10
CCOCCCNC(=S)N1CCCN(c2nc3cc(C)cc(C)c3cc2C#N)CC1 | 1.1 | -7 | -6 | -12 | 1.2 | 0 | -0.2 | -1 | -15
CC1(c2nnc(-c3cccc(Cl)c3)o2)CC(c2ccc(Br)cc2)=NO1 (centres undefined) | 0.97 | 3 | 2 | 0 | 0.93 | 4 | 1.4 | -4 | 7
Cc1ccc(CSc2nnc(CS(=O)Cc3ccc(Cl)cc3Cl)n2C)cc1 (centres undefined) | 0.97 | 2 | 3 | -3 | 0.8 | 0 | -2.3 | 2 | 20
CCCCc1ccc(NC(=O)CN2C(=O)C3CCCCC3C2=O)cc1 (centres undefined) | 1.1 | -7 | -1 | -17 | 0.89 | -6 | 0.8 | -1 | 11
Cc1cc(-n2c(C)cc(C(=O)CN3C(=O)NC4(CCCCC4)C3=O)c2C)no1 | 1 | -1 | -3 | -2 | 1.2 | -3 | 0.8 | -3 | -22
C=CCNC(=S)NNC(=O)C(CCC(C)C)CC(C)(C)O (centres undefined) | 0.97 | 3 | 0 | -2 | 1.3 | -2 | -5.0 | 1 | -32
COc1ccc2oc(C(=O)NCCC(C)C)c(C)c2c1 | 0.86 | 14 | 3 | 0 | 0.92 | -10 | -1.2 | 0 | 8
Cc1ccc(CNc2oc(C)nc2C#N)cc1 | 0.89 | 12 | -2 | 1 | 0.81 | -2 | -0.6 | 0 | 20
CCc1nc2ccccc2c(=O)n1NCCc1ccccc1 | 0.94 | 6 | -4 | 0 | 1.1 | -3 | 2.8 | 0 | -6
Cc1cccnc1NC(=O)c1ccc(OCc2c(C)noc2C)cc1 | 1 | -1 | 0 | -1 | 1 | -7 | 0.0 | 2 | -1
CC(C)CC1(C(=O)NCc2cc(F)cc(C(F)(F)F)c2)C=CCN1C(=O)c1ccccc1 (centres undefined) | 1.2 | -18 | -2 | 5 | 0.98 | -11 | 0.0 | -6 | 2
CCOC(=O)CSc1nnc(CNC(=O)c2ccc([N+](=O)[O-])cc2)n1C | 1.1 | -15 | 1 | -1 | 1.1 | 5 | -2.1 | -1 | -13
CC(C)Cc1nnc(NC(=O)C2CSC3(C)CCC(=O)N23)s1 (centres undefined) | 0.94 | 6 | -2 | -1 | 0.96 | -7 | 1.0 | 7 | 4
